RGS4-Gao reg: modulates binding of RGS4 to human Galphao. AID 1415. hit rate 0.33% among 220,000. P09471. Multiplexed bead flow cytometry; actives lie on both sides. binding response (% of control), % at 10 µM; in the data active = binding response below about 49% or above about 150%; inactive = in between;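 also: fluorescent Galphao activated with aluminum fluoride binding bead-coupled RGS4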
Bim-Mcl-1: human Bim-Mcl-1 interaction inhibition; Q07820; Bead-based flow cytometry, Bim peptide-Mcl-1 binding; inhibition, % at 10 µM; hit rate 0.1% among 190,000; AID 1009;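 also: 0% = no compound tracer wells and 100% = peptide blocker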
Bim-Bcl-B: disrupts Bim peptide binding to human Bcl-B | Q9HD36 | bead-based flow cytometry | inhibition, % at 10 µM | hit rate 0.073% among 190,000;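 also: 0% = tracer peptide without compound and 100% = reference inhibitor peptide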
Bim-Bcl-W: human Bim-Bcl-W interaction inhibition. inhibition, % at 10 µM. AID 952. Q92843. hit rate 0.02% among 190,000. bead-based flow cytometry, Bim peptide-Bcl-W binding;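 also: 0% = bound tracer without compound and 100% = peptide blocker; higher means less fluorescent Bim peptide bound to Bcl-W beads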
Target sequence (Q92843 whole entry, looked up): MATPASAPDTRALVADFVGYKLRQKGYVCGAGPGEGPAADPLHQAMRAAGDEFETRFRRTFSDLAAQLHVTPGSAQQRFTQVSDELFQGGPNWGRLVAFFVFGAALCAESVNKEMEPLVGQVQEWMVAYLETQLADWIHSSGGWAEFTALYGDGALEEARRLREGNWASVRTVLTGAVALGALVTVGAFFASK
ABCB1 inh: inhibitors of human ABCB1 transporter, ABCG2 counter-screen. CCRF-Adr cells, JC-1 efflux, flow cytometry. hit rate 0.067% among 190,000. inhibition, % at 6.6 µM. P08183; in the data active = inhibition above about 40%;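 also: 0% = vehicle and 100% = reference inhibitor; higher value means more JC-1 retained so stronger ABCB1 efflux block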
Bcl-XL Bim block: human Bim-Bcl-XL interaction inhibition; Q07817; Bim peptide-Bcl-XL binding, bead flow cytometry, fluorescence; inhibition, % at 10 µM; hit rate 0.04% among 190,000; AID 1007
Bim-Bfl-1: human Bim-Bfl-1 interaction inhibition; hit rate 0.12% among 190,000; Bead-based flow cytometry, Bim-Bfl-1 binding inhibition; AID 1008; inhibition, % at 10 µM;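 also: 0% = wells without compound plus tracer and 100% = blocker peptide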
RGS8-Gao reg: regulators of human RGS8-Galphao interaction; response (percent of control binding), % at 10 µM; hit rate 0.34% among 220,000; multiplexed bead flow cytometry, RGS8-Galphao binding; actives lie on both sides; in the data active = response below about 60% or above about 140%; inactive = in between;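 also: Galphao activated as the GDP aluminium fluoride complex binding bead-coupled RGS8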
Bcl-2 Bim block: human Bim-Bcl-2 interaction inhibition | hit rate 0.06% among 190,000 | P10415 | AID 950 | Bead-based flow cytometry, Bim peptide-Bcl-2 binding | inhibition, % at 10 µM; in the data active = inhibition above about 40%; inconclusive = no clear call, values can overlap the other calls;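 also: 0% = no compound wells with probe peptide and 100% = reference peptide inhibitor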
RGS7-Gao: human RGS7-Galphao interaction regulation; P09471; Multiplexed bead flow cytometry, RGS7-Galphao binding; actives lie on both sides; binding response (% of control), % at 10 µM; hit rate 0.35% among 220,000; in the data active = binding response below about 49% or above about 150%; inconclusive = no clear call, values can overlap the other calls; inactive = in between;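 also: fluorescent Galphao held in activated GDP-AlF4 state binding bead-coupled RGS7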
ABCG2 block: blocks JC-1 efflux by human ABCG2 transporter | Q9UNQ0 | IgMXP3 cells, flow cytometry | inhibition, % at 6.6 µM | hit rate 0.1% among 190,000;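 active = inhibition above 80%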;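 also: 0% = DMSO and 100% = nicardipine control wells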
Target sequence (Q9UNQ0 whole entry, looked up): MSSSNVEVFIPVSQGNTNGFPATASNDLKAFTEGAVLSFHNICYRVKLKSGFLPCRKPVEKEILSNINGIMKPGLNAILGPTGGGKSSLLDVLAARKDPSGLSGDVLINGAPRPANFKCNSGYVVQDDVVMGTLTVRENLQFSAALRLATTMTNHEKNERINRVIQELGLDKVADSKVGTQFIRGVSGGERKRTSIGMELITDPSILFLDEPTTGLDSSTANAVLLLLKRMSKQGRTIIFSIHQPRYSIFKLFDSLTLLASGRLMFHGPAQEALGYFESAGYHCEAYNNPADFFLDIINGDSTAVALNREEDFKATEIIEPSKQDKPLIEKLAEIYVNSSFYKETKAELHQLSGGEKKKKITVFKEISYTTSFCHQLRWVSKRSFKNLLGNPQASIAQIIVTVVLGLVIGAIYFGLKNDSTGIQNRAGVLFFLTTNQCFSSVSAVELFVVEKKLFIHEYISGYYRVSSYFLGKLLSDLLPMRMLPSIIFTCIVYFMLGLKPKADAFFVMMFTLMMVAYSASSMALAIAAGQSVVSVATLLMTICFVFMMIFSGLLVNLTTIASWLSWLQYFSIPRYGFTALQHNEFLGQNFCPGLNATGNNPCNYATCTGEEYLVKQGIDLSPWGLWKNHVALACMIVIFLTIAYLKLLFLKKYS
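Test system: IgMXP3 cells (ABCG2) mixed with DDAO far-red-labelled CCRF-Adr cells (ABCB1). Reagent: JC-1 transporter substrate. Compound dosing: single test compound dose, 6.6 µM final. Times: 10 min compound exposure, 25 °C. Detection: flow cytometry of retained JC-1 fluorescence. Read-out basis: efflux inhibition in percent versus controls. Controls: nicardipine and DMSO wells.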
* hit, by the source's call; ? = inconclusive; . = not tested or not shown; + = active, no number; [ ] = dose if it differs, or a comment. Rule as the data show it, unless noted: active = inhibition above about 40%.

SMILES	RGS4-Gao reg	Bim-Mcl-1	Bim-Bcl-B	Bim-Bcl-W	ABCB1 inh	Bcl-XL Bim block	Bim-Bfl-1	RGS8-Gao reg	Bcl-2 Bim block	RGS7-Gao	ABCG2 block
O=C(O)c1ccccc1-c1ccc(/C=c2\sc3nc4cc(Br)cnc4n3c2=O)o1	89	-2	-16	-2	0.3	-4	-10	85	-4	115	-2
CC1(c2ccccc2)NC(=O)N(CC(=O)NCCC2=CCCCC2)C1=O (stereo unspecified)	100	-1	0	-1	1.2	0	-2	98	-1	101	5
COCCCNC(=O)c1c(N)n(-c2ccc3c(c2)OCO3)c2nc3ccccc3nc12	99	-1	-7	-1	0.9	-2	-1	102	0	97	10
CC(NC(=O)c1ccc(F)cc1)c1ccccc1 (stereo unspecified)	100	0	-2	0	0.4	-3	0	103	-1	100	2
CCOC(=O)C1=C(C)NC(=S)NC1/C=C/c1ccccc1 (stereo unspecified)	102	5	7	5	0.0	8	15	99	5	104	-1
COc1ccc(OC)c(NC(=O)Nc2cc(C(=O)O)ccc2C)c1	93	-1	-1	-1	0.6	0	-4	95	-6	87	2
O=C(Cn1ncc2c(=O)oc3ccccc3c21)N1CCN(C(=O)c2ccco2)CC1	94	-5	-8	-2	0.5	-2	-19	96	-11	98	4
CNC(=O)C(=O)NCC1OCCCN1S(=O)(=O)c1cccs1 (stereo unspecified)	105	-4	-8	-3	0.2	-7	-14	102	-7	103	5
Cc1nc(N/N=C/c2ccccn2)sc1C	99	-4	-7	-2	0.5	-6	2	101	0	99	2
COc1ccc(CCN=C(N)NS(=O)(=O)c2ccccc2)cc1	101	-1	-3	0	1.8	-3	0	103	3	102	6
COc1ccc(NC(=O)C(C)Sc2nnc3c4c(nc(-c5ccc(OC)cc5)n23)CC(C)(C)OC4)cc1 (stereo unspecified)	104	-6	-11	-6	6.4	-10	-5	103	-9	103	12
COc1ccc(N2CCN(C(=O)CCCN3C(=O)c4cccc5cccc(c45)C3=O)CC2)cc1	109	1	0	4	0.4	0	0	124	-1	117	2
COC(=O)CNC(=O)C(NC(=O)OCc1ccccc1)C(C)C (stereo unspecified)	94	0	-3	0	0.2	-2	3	96	3	93	-1
Nc1nc(NC(=O)c2ccc(Cl)cc2)nn1-c1ccccc1	103	-5	-6	-7	0.1	-7	-12	107	-3	101	5
Cc1cc(C)nc(N2CCC(C(=O)NCC3CCCCC3)CC2)n1	106	4	-3	3	1.0	-1	-4	108	-3	112	9
Cc1ccsc1/C=N/Nc1nc(Cl)c(Cl)cc1Cl	98	0	0	3	0.0	2	4	98	0	97	4
CCN1/C(=C/c2ccc3cccc(C)c3[n+]2CC)Sc2ccccc21	196*[activator]	4	-13	1	34	8	3	127	4	161*[activator]	+
COCC(=O)OCC(=O)Nc1cc(C)c(C)cc1[N+](=O)[O-]	95	-1	-2	-1	0.9	-5	0	96	2	98	21
O=C(O)C1Nc2c(O)cc(Cl)c([N+](=O)[O-])c2C2C=CCC12 (stereo unspecified)	92	9	0	14	-0.6	4	18	81	17	71	-1
COc1ccc(Nc2ncnc3c2cnn3Cc2ccc(C)cc2)cc1	98	0	-2	6	0.9	-1	-12	100	-7	100	11
O=[N+]([O-])c1ccc2c(c1)OCCOCCOCCOCCOCCOCCO2	100	0	-3	0	2.3	-3	1	101	1	97	14
O=C(Nc1nc2c(s1)COc1ccccc1-2)c1cccs1	105	-1	-9	-1	0.1	-4	-9	103	-10	105	1
CC(C)[C@H](NC(=O)c1ccccc1Cl)C(=O)Nc1nc(-c2ccccn2)cs1	100	-3	-8	-5	2.4	-2	-8	99	-5	?	7
COc1cc(C)c(S(=O)(=O)N2CCN(C)CC2)cc1C	87	-3	-8	0	1.2	-7	-15	96	-15	109	1
CC(C)Sc1nc(C(F)(F)F)cc(=O)n1-c1ccccc1	104	0	-4	1	0.6	-1	-9	103	-2	105	2
O=S(=O)(Nc1ccccn1)c1ccc(Cl)cc1	99	-1	-6	-1	0.5	1	-13	101	-9	97	2
C=CCN1C(=O)OC2(CCCCC2)C1(C)O (stereo unspecified)	78	-3	0	-1	0.1	-2	-3	81	0	65	0
O=C(COC(=O)CC(c1ccccc1)c1ccccc1)NCc1ccc(Cl)cc1	104	-1	-2	0	1.0	-2	-1	104	3	106	1
O=C(CNc1ccccc1)N/N=C/c1cc([N+](=O)[O-])ccc1N1CCCC1	86	1	-6	0	-0.1	1	-8	104	-4	100	0
C/C(=N\Nc1nc(N2CCOCC2)nc(N2CCOCC2)n1)c1cccs1	100	3	-4	1	0.3	0	-3	104	0	102	1
CN1CCN(CCC(=O)N2c3ccccc3Sc3ccc(Cl)cc32)CC1	102	0	-4	3	1.9	0	-8	109	-11	104	0
C=CCNC(=O)c1cccn1-c1ccsc1C(=O)OC	91	-1	0	0	0.5	-2	0	97	1	95	1
O=C(Cn1c(O)c(/C=C2\C=Nc3ccccc32)sc1=O)N1CCOCC1	100	3	-2	1	1.2	1	-3	100	0	?	11
O=C(O)c1ccccc1Nc1ccc(OC(F)F)cc1	108	-1	-7	-3	0.1	-1	-7	112	0	106	1
COC(=O)CSc1cc(C)nc2ccc(OC)cc12	104	0	-8	0	0.2	-7	-15	106	-4	105	11
COc1cc(CNCCN2CCOCC2)ccc1OCC(=O)NC(C)(C)C	101	0	-1	-1	0.3	-1	-6	101	-2	?	-1
COc1ccccc1/C=C(/CC(=O)NCc1ccccc1)c1nc2ccccc2s1	98	-3	3	0	1.3	-2	8	101	5	101	38
COc1ccccc1NS(=O)(=O)c1cc(C)ccc1C	101	-4	-11	-2	0.4	-18	-14	104	-14	101	8
COc1ccccc1-n1c(-c2cccnc2)n[nH]c1=S	94	-3	-4	-5	-0.8	-3	3	78	0	92	-6
COc1ccc(S(=O)(=O)N(C)C)cc1NCC(=O)Nc1ccc(Br)cc1F	105	-1	-3	-2	1.1	-5	-2	101	-3	98	3
COC(=O)Nc1nc2ccc(C(=O)c3ccc(F)cc3)cc2[nH]1	97	0	-3	-2	.	0	-3	99	-3	99	2
CCCC(C)NC(=O)Cc1ccc(Br)cc1 (stereo unspecified)	100	-11	-12	-7	0.3	-11	-7	97	-12	94	7
CC1(C)Nc2ccc(O)cc2-c2c1ssc2=S	100	4	-19	3	0.6	-3	13	97	4	98	7
Cc1occc1-c1nnc(SCc2nc3ccccc3c(=O)n2CC#N)n1C	113	-1	1	0	-1.6	-1	3	110	6	108	-1
CCCCN1C(=O)/C(=C/C=C2\N(C)c3ccccc3C2(C)C)SC1=S	109	-9	-34	-12	32	-11	-19	100	-24	106	36
CCCCC(CC)CNC(=O)CN(C)S(=O)(=O)c1cccc2nsnc12 (stereo unspecified)	98	-7	-14	-4	2.9	-12	-21	99	-14	101	25
Cn1cc(CN2CCCC(CO)(Cc3ccccc3)C2)c2ccccc21 (stereo unspecified)	96	-4	-2	-3	1.0	-4	-7	100	1	99	3
Cc1ccc(-n2nc3ccc(NC(=O)C(C)C)cc3n2)cc1	106	1	-2	0	-0.1	-4	-5	109	-2	103	0
Cc1nn(C)cc1/C=C/C(=O)c1cccs1	103	-3	-7	-4	-0.3	-9	-5	101	0	100	1
COc1ccccc1NC(=O)CCS(=O)(=O)c1ccccc1	103	-3	-3	-2	0.0	-3	-3	107	-4	107	0
CC(C)OC(=O)C(CC(=O)O)NCc1ccccc1 (stereo unspecified)	99	-4	-8	-1	-1.1	-4	-16	105	-10	98	12
O=C(NCc1ccccc1Cl)c1ccc2c(c1)SC1=NS(=O)(=O)CCN12	102	-1	-2	-1	0.0	-1	-5	100	-1	?	2
CCN(CC)C(=O)c1ccccc1NS(C)(=O)=O	98	-2	-4	-1	0.1	-2	-6	107	-3	95	0
Cc1nn(-c2ccccc2)c(C)c1S(=O)(=O)O	103	2	-5	-2	-0.1	-1	-8	102	-2	105	0
COc1ccc(C(=O)N(Cc2nc(-c3ccc(C)cc3)no2)C(C)C)cc1OC	101	-1	-7	-2	-0.8	-5	-7	104	-4	103	-1
COc1ccc(CC(=O)OCc2cc(=O)n3cc(Br)ccc3n2)cc1OC	110	-1	-4	-2	0.7	2	-4	106	0	107	3

Molecules shown so far that have a Cl atom, in the order listed:
SMILES	RGS4-Gao reg	Bim-Mcl-1	Bim-Bcl-B	Bim-Bcl-W	ABCB1 inh	Bcl-XL Bim block	Bim-Bfl-1	RGS8-Gao reg	Bcl-2 Bim block	RGS7-Gao	ABCG2 block
Nc1nc(NC(=O)c2ccc(Cl)cc2)nn1-c1ccccc1	103	-5	-6	-7	0.1	-7	-12	107	-3	101	5
Cc1ccsc1/C=N/Nc1nc(Cl)c(Cl)cc1Cl	98	0	0	3	0.0	2	4	98	0	97	4
O=C(O)C1Nc2c(O)cc(Cl)c([N+](=O)[O-])c2C2C=CCC12 (stereo unspecified)	92	9	0	14	-0.6	4	18	81	17	71	-1
CC(C)[C@H](NC(=O)c1ccccc1Cl)C(=O)Nc1nc(-c2ccccn2)cs1	100	-3	-8	-5	2.4	-2	-8	99	-5	?	7
O=S(=O)(Nc1ccccn1)c1ccc(Cl)cc1	99	-1	-6	-1	0.5	1	-13	101	-9	97	2
O=C(COC(=O)CC(c1ccccc1)c1ccccc1)NCc1ccc(Cl)cc1	104	-1	-2	0	1.0	-2	-1	104	3	106	1
CN1CCN(CCC(=O)N2c3ccccc3Sc3ccc(Cl)cc32)CC1	102	0	-4	3	1.9	0	-8	109	-11	104	0
O=C(NCc1ccccc1Cl)c1ccc2c(c1)SC1=NS(=O)(=O)CCN12	102	-1	-2	-1	0.0	-1	-5	100	-1	?	2

Screening results as filed in PubChem.
